# Screening data as filed in PubChem BioAssay.
# aGlu spleen mod: lysosomal alpha-glucosidase (human) modulation. human spleen homogenate, 4-MU-alpha-glucoside fluorescence. 240,000 compounds, 0.006% hits. Potency, µM (top dose mostly 79.9 µM), inactives show at the highest dose activity change, negative = inhibition, usual class: inhibitors. AID 2112;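 also: 0% = enzyme with vehicle and -100% = no enzyme basal signal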
#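 Human spleen homogenate (1 ug) incubated with compounds and 1 mM 4-methylumbelliferyl-alpha-D-glucopyranoside in pH 5.0 citrate/phosphate buffer, 37 C, 40 min. Stopped at pH 10; 4-MU fluorescence (Ex 365/Em 440 nm); AC50 by Hill fit.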
# SMN2 splice up: enhancers of SMN2 splice variant expression; HEK293 SMN2-luciferase splicing reporter, luminescence, 30-36 h; Potency, µM (highest dose often 46.1 µM), inactives show at the highest dose activity change, positive = activation, actives largely listed as activators; 210,000 compounds, 2.8% hits; AID 1458; also: % of control where 0% means no effect; nearly all actives have a fitted effect of over 55% in size
#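 qHTS luciferase splicing reporter: luminescence rises when SMN2 exon 7 is included in transfected HEK293 cells. Compound exposure lasted 30-36 h at 37C, with 4.5 mM final sodium butyrate as control, followed by a ONE-Glo read.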
# GAA inhib: blocks human lysosomal alpha-glucosidase; purified human GAA, 4-MU-alpha-glucoside fluorescence; Potency, µM (top dose mostly 76.9 µM), inactives show at the top dose activity change, negative = inhibition, actives largely listed as inhibitors; 200,000 compounds, 0.005% hits; AID 1466;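 also: plate controls were uninhibited enzyme wells for no effect and no-enzyme background for full effect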
#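 Fluorogenic assay: 4 nM human alpha-glucosidase with 400 uM 4-methylumbelliferyl-alpha-D-pyranoside in 50 mM citrate/phosphate, 0.005% Tween-20, pH 5.0, 20 min at room temperature. Compounds tested up to 77 uM; AC50 from Hill fits.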
# KDM4E inh: blocks human JMJD2E demethylase activity. B2RXH2. JMJD2E catalytic domain, FDH-coupled NADH fluorescence (FDH is formaldehyde dehydrogenase). Potency, µM (doses to about 57.1 µM), inactives show top-dose activity change, negative = inhibition, hits mostly inhibitors. 230,000 compounds, 1.6% hits. AID 2147; active = well fitted inhibition curve with a large enough effect, not every such curve was filed as active; inconclusive = small, poorly fitted or top-dose-only effect, or another doubt; inactive = no such curve, though single readings can be large or run the other way;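 also: 0% = wells with enzyme and -100% = buffer wells without enzyme; nearly all actives have a fitted effect of over 50% in size; many of its hits are not listed in these tables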
# Target sequence (B2RXH2 1-337 limits assumed): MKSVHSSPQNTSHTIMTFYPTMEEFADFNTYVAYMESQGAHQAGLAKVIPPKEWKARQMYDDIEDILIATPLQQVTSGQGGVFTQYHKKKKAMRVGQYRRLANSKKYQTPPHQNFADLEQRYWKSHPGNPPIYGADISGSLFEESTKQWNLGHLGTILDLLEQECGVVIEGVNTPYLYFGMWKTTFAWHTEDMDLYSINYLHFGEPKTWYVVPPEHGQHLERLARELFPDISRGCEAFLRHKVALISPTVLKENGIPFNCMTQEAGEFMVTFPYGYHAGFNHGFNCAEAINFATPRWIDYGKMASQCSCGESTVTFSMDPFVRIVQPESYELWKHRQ
# GAA glycogen: GAA glycogen-cleavage inhibition or activation. recombinant GAA, glycogen substrate, Amplex Red glucose oxidase fluorescence. 300,000 compounds, 0.38% hits. Potency, µM (doses to about 76.4 µM), for the others: at the highest dose activity change, negative = inhibition, usual class: inhibitors;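 also: 0% = full enzyme reaction and -100% = no-enzyme basal signal; the screen sought inhibitors and activators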
#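 Recombinant human enzyme (4 nM); glycogen substrate; 37 C, 40 min, pH 5.0. Readout: coupled glucose oxidase/Amplex Red fluorescence.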
# RGS12 GoLoco inh: inhibitors of human Gai1-RGS12 GoLoco interaction (red fluorophore); AID 880; P63096; 230,000 compounds, 0.44% hits; Potency, µM (series often up to 61.6 µM), inactives show at the highest dose activity, negative = inhibition, actives largely listed as inhibitors; Gai1:RGS12 GoLoco peptide FP, rhodamine, 10 min; active = well fitted inhibition curve with a large enough effect, not every such curve was filed as active; inactive = no such curve, though single readings can be large or run the other way; also: % is scaled to controls: 0 for no effect and ±100 for the full control effect; nearly all actives have a fitted effect of over 30% in size; many of its hits are not listed in these tables
# Target sequence (P63096 whole entry, looked up): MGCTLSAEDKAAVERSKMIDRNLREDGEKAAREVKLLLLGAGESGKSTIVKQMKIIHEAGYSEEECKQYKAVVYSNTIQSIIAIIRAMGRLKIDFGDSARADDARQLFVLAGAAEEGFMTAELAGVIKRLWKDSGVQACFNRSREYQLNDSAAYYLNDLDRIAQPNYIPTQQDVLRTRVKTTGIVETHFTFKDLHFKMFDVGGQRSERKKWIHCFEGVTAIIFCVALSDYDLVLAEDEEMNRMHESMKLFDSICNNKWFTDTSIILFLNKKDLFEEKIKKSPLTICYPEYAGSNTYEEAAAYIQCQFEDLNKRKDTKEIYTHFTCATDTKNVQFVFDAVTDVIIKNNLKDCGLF
# aGal spleen mod: inhibitors or activators of human alpha-galactosidase in spleen homogenate. Potency, µM (series often up to 80 µM), for the others: at the highest dose activity change, negative = inhibition, most hits filed as inhibitors. 240,000 compounds, 0.008% hits. P06280. human spleen homogenate, 4MU-alpha-Gal fluorescence, 40 min;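 also: 0% = enzyme with vehicle and -100% = no enzyme basal signal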
# Target sequence (P06280 32-429 limits assumed): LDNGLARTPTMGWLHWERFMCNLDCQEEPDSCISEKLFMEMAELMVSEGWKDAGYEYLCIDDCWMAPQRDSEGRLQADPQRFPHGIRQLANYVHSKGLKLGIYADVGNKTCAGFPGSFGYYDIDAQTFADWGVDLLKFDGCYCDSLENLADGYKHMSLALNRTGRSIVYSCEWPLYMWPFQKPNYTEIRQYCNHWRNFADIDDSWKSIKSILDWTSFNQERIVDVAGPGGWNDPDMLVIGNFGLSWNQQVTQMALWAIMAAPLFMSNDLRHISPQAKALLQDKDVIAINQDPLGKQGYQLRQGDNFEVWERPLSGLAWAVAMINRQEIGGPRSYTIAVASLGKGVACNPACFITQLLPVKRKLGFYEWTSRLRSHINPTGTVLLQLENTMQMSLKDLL
#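 Fluorogenic readout (Ex 365/Em 440 nm) of 4-methylumbelliferone released from 1 mM 4-MU-alpha-galactoside by spleen homogenate, 40 min at 37C, pH 5.0. Data normalized to no-enzyme and enzyme controls; Hill-equation AC50 from compound titrations.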
# ALDH1A1 block: blocks purified human ALDH1A1 activity; P00352; Purified ALDH1A1, NADH fluorescence, propionaldehyde substrate; Potency, µM (series often up to 75.3 µM), without a hit: at the top dose activity, negative = inhibition, hits mostly inhibitors; 220,000 compounds, 7.3% hits; AID 1030; active = well fitted inhibition curve with a large enough effect, not every such curve was filed as active; inconclusive = small, poorly fitted or top-dose-only effect, or another doubt; inactive = no such curve, though single readings can be large or run the other way;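 also: plate controls were no enzyme wells and a reference inhibitor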
# * = called active by the depositor; ? = inconclusive; nt = not tested or not shown; [ ] = another dose, or the depositor's remark. Unless noted, calls follow the shape of the dose curve; as a rule, active = well fitted curve in the direction sought with a large enough effect; inconclusive = small, poorly fitted or top-dose-only effect, or another doubt; inactive = no such curve, though single readings can be large; an effect the other way counts as inactive or inconclusive. Potency is read from the fitted curve at half-maximal effect.
SMILES,aGlu spleen mod,SMN2 splice up,GAA inhib,KDM4E inh,GAA glycogen,RGS12 GoLoco inh,aGal spleen mod,ALDH1A1 block
COC(=O)C1=C(C)NC(=O)NC1c1ccc([N+](=O)[O-])o1 (stereo unspecified),8%,-7%,-1%,-5%,-10%,2%,6%,7%
COc1ccc(-c2nnc(SCc3ccc(C(=O)O)cc3)n2N)cc1,2%,nt,nt,-4%,-8%,5%,6%,nt
Cc1ccc(NC(=O)COC(=O)/C=C/c2ccc(Br)o2)cc1S(=O)(=O)N(C)C,-7%,0%,7%,-8%,-12%,13%,-4%,20µM*
NC(=O)c1c(NC(=O)COC(=O)CSc2nnc(-c3ccc(Cl)cc3)o2)sc2c1CCC2,0%,-4%,-1%,-11%,-3%,47%[activator],3%,-15%
CCCCN(CCCC)S(=O)(=O)c1ccc(C(=O)Nc2nnc(COC)o2)cc1,0%,-85%[inhibitor],3%,?,3%,-3%,1%,15%
CCOC(=O)/C(=C/C=C1\Sc2ccccc2N1CC)C(C)=O,-22%,10%[1.84 µM],-12%,-13%,-6%,78%[activator],-4%,13µM*
CCCN(CCC)C(=O)CSc1nc2n[nH]c(C)c2c(=N)n1-c1ccc(OCC)cc1,5%,nt,-8%,-7%,-5%,nt,0%,3.2µM*
CCC(C)c1ccccc1NC(=O)COC(=O)CCc1cc(OC)c(OC)c(OC)c1 (stereo unspecified),2%,0%,0%,1%,1%,-16%,-1%,8%
CCOc1cccc(C(=O)Nc2ccc(N3CCN(S(C)(=O)=O)CC3)cc2)c1,-3%,-10%,-4%,6%,22%,-7%,6%,22%
Cc1nc(NCc2ccccc2)c2nc(-c3ccccc3)n(CCN3CCCCC3)c2n1,5%,-36%,nt,?,nt,6%,3%,?
CN(C)c1ccc(C(=O)c2ccc(O)cc2O)cc1,-8%,?,-3%,-4%,-5%,7%,-11%,?
COC(=O)CSc1nc(C)c(C)c(C)c1C(N)=O,-4%,8%,10%,-1%,13%,16%,-5%,3%
CSCCC(NC(=O)c1ccc(C(C)(C)C)cc1)C(=O)O (stereo unspecified),-4%,11%,7%,14%,-2%,8%,-4%,2%
Cc1ccc(CSCCNC(=O)c2ccc(Cl)c(S(=O)(=O)N3CCOCC3)c2)cc1,-1%,-45%[inhibitor],4%,2%,-5%,1%,5%,?
Cc1nc2sc(C(c3cccs3)N3CCN(C(=O)c4ccco4)CC3)c(O)n2n1 (stereo unspecified),0%,?,6%,?,2%,-11%,5%,-10%
N#CC1=C(N)Oc2cc3ccccc3cc2C1c1cccnc1 (stereo unspecified),-7%,3%,2%,2%,-15%,16%,-11%,14µM*
CC(C)Oc1cccc(C(=O)NC(=S)Nc2ccccc2)c1,-4%,11µM*,7%,6%,0%,-1%,9%,10µM*
COc1ccc2c(C(F)(F)F)cc(=O)oc2c1C,-1%,3%,6%,-2%,3%,-5%,-6%,?
COC(=O)CSc1nc(C2CC2)nc2ccccc12,-1%,-10%,-6%,0%,3%,9%,-4%,2%
O=C(c1ccc2c(c1)C(=O)N(Cc1ccco1)C2O)N1CCOCC1 (stereo unspecified),-1%,-7%,4%,-1%,1%,8%,-4%,-5%
CCN(C1CCCCC1)S(=O)(=O)c1cc(C)ccc1OC,-15%,-5%,0%,-2%,1%,7%,11%,-11%
C/C(N)=C(/C#N)C(=O)COC(=O)c1ccccc1C(=O)c1ccc(C)cc1,-20%,-3%,1%,-3%,0%,15%,3%,0%
C=C(C)Cn1c(SCC(=O)O)nnc1-c1ccc(OC)cc1,-12%,-6%,-1%,-3%,2%,7%,1%,2%
N#C/C(=C/c1ccc(Sc2nc3ccccc3[nH]2)o1)c1ccccc1F,-2%,-78%[inhibitor],-6%,?,-11%,17%,6%,?
CCC1=NN(C(=O)c2ccc(Br)cc2)C(O)(c2ccccc2)C1 (stereo unspecified),-8%,-7%,?,?,?,11%,-8%,-10%
Cc1nc2ccc(NC(=O)c3c(-c4ccccc4)noc3C)cc2s1,4%,-3%,-13%,5%,2%,3%,5%,4%
CCN(CC)C(=O)Cn1cc(C(=O)C(=O)NCCc2ccc(S(N)(=O)=O)cc2)c2ccccc21,0%,6%,2%,7%,-17%,-5%,-4%,25%
CC(=O)C1=C(O)C(=O)N(CCc2c[nH]c3ccccc23)C1c1ccc(C)cc1 (stereo unspecified),2%,nt,1%,-3%,12%,6%,-11%,-3%
COc1ccc(C2(CNC(=O)c3cccc([N+](=O)[O-])c3)CCCCC2)cc1OC,-2%,4%,4%,2%,-1%,7%,1%,5%
CC1=C(C(=O)OCCNC(=O)c2cccnc2)C(c2cccc([N+](=O)[O-])c2)C(C(=O)OCCN(C)C)=C(C)N1 (stereo unspecified),6%,-3%,-9%,0%,-14%,11%,5%,4%

# The list goes on; the last 3 above are carried over.
SMILES,aGlu spleen mod,SMN2 splice up,GAA inhib,KDM4E inh,GAA glycogen,RGS12 GoLoco inh,aGal spleen mod,ALDH1A1 block
CC(=O)C1=C(O)C(=O)N(CCc2c[nH]c3ccccc23)C1c1ccc(C)cc1 (stereo unspecified),2%,nt,1%,-3%,12%,6%,-11%,-3%
COc1ccc(C2(CNC(=O)c3cccc([N+](=O)[O-])c3)CCCCC2)cc1OC,-2%,4%,4%,2%,-1%,7%,1%,5%
CC1=C(C(=O)OCCNC(=O)c2cccnc2)C(c2cccc([N+](=O)[O-])c2)C(C(=O)OCCN(C)C)=C(C)N1 (stereo unspecified),6%,-3%,-9%,0%,-14%,11%,5%,4%
CCCS(=O)(=O)c1ccc(COC(=O)c2cccc(NC(=O)C(C)C)c2)cc1,3%,-27%,3%,2%,7%,4%,-6%,?
Cc1c(N/N=C(\C#N)C(=O)c2ccc(Cl)cc2)c(=O)n(-c2ccccc2)n1C,1%,nt,9%,6%,2%,8%,4%,?
CC(C)(C)c1ccc(S(=O)(=O)N(CCCN2CCOCC2)Cc2cccs2)cc1,2%,nt,5%,-7%,-2%,-7%,4%,19%
COc1cccc(C2c3[nH]c4ccccc4c3CCN2Cc2cnc(C)s2)c1OC (stereo unspecified),-4%,nt,-1%,-27%,-5%,3%,2%,-12%
CCOC(=O)c1ccccc1NC(=O)CSc1nc2ccccc2n1CC(=O)N1CCCC1,-6%,17%,1%,8%,0%,3%,2%,14%
CCOC(=O)c1cccc(NC(=O)COC)c1,-15%,9%,1%,-21%,7%,10%,11%,-5%
CCC(C)[C@@H](NC(=O)OC(C)(C)C)c1nnc(S(=O)(=O)Cc2cccc(C)c2)o1 (stereo partly specified),-3%,-8%,-14%,8%,-3%,-10%,0%,-4%
CNC(=S)N/N=C/c1ccc(N(C)C)cc1,10%,nt,nt,?,?,1%,?,nt
COc1ccccc1-c1cc(C(=O)NCc2ccc(F)cc2)no1,-5%,-10%,-2%,-8%,-16%,-5%,-1%,?
COC(=O)CNC(=O)C12CC3(C)CC(C)(CC(C)(C3)C1)C2,-6%,16%,-5%,5%,-2%,8%,-2%,10%
CC(=O)Nc1ccc2c(c1)CCCN2C(=O)c1ccccc1,5%,-16%,3%,-10%,-7%,9%,14%,14µM*
Cc1cccc(CCNS(=O)(=O)c2cnc[nH]2)c1,0%,14%,-12%,0%,-1%,5%,13%,4%
COc1cc(CN2CCNC(=O)C2CC(=O)N(C)Cc2ncc[nH]2)cc(OC)c1 (stereo unspecified),0%,nt,5%,-5%,-13%,-1%,12%,?
COc1cccc(NC(=O)C2CCN(c3ncccn3)CC2)c1,-3%,25%,-1%,?,1%,-7%,2%,3%
CCOC(=O)c1ccc(Oc2nc(NC(C)(C)C)nc(N(C)C)n2)cc1,-9%,-28%,?,-9%,-13%,-11%,-16%,9%
Cc1cc(C)cc(OCCNS(=O)(=O)c2cccs2)c1,-1%,nt,7%,8%,0%,-1%,-3%,?
Cc1ccccc1OCc1nc(-c2cccnc2)no1,2%,nt,2%,?,22%,12%,4%,-6%
Cc1ccc(C(=O)CCC2CCCC2=O)cc1 (stereo unspecified),-1%,?,3%,8%,3%,3%,9%,-5%
COc1ccc(C(=O)Nc2cccc(S(C)(=O)=O)c2)cc1,0%,0%,-3%,17%,2%,3%,3%,-4%
O=[N+]([O-])c1cccc(/C=N/Nc2nc(C(Cl)(Cl)Cl)nc3ccccc23)c1,-12%,-35%[inhibitor],-2%,-7%,7%,-3%,-2%,4%
O=C1NC(c2cccs2)Nc2ccccc21 (stereo unspecified),-4%,-13%,0%,?,5%,11%,6%,?
O=C(CSc1nc2ccccc2[nH]1)Nc1nc(-c2cccc(Br)c2)cs1,5%,23%,-9%,-4%,11%,1%,12%,-17%
O=C(CCNc1ccccc1)c1cccc([N+](=O)[O-])c1,1%,nt,-5%,6%,-1%,nt,-3%,?
COc1ccc(-n2nc([N+](=O)[O-])c(=NCc3ccco3)n2O)cc1,2%,nt,3%,-15%,-7%,0%,-2%,?
O=C(NCc1ccco1)C1CCCCC1,4%,3%,9%,3%,7%,25%,-4%,0%
O=C(Nc1ccccc1C(F)(F)F)c1ccc(CN2CCC(Cc3ccccc3)CC2)cc1,8%,-26%,-2%,-2%,11%,10%,6%,7%
C/C(=N\N)c1c(-c2ccccc2)c2cc(C)ccc2[nH]c1=O,-3%,nt,nt,-7%,-3%,1%,4%,nt
CC(Cc1ccccc1)N/C=C1/CC(=O)NC1=O (stereo unspecified),2%,17%,-6%,-6%,7%,10%,6%,?
O=C1NC(c2ccccc2Br)=N/C1=C\c1ccco1,-24%,nt,nt,-9%,-8%,7%,-1%,nt
Cc1c(Cl)cccc1NC(=S)NCc1ccccc1Cl,1%,nt,3%,4%,-16%,-3%,6%,9%
CCCCOc1ccc(C(=O)Oc2ccc(C)nc2)cc1,-8%,6%,-8%,-1%,8%,-2%,-7%,5%
COC(=O)c1ccc(-c2ccc(/C=N/NC(=O)CC3(C)OCCCO3)o2)cc1,-11%,11µM*,8%,-5%,2%,5%,-5%,?
CS(=O)(=O)N(CC(=O)N1CCC(C(N)=O)CC1)c1ccc(Oc2ccccc2)cc1,1%,-23%,-5%,14%,0%,3%,8%,7%

# A portion of the library; rates above refer to the full screens.
